LGR2 antag = Drosophila LGR2 receptor signaling inhibition | HEK293 LGR2, CRE-luciferase, bursicon-stimulated, 4 h | 380,000 tested, 0.35% active | inhibition, % at 9.99 µM;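 active means drop in luminescence signal, shown as inhibition above about 50% in the replicate tests, limit read from the data, passing the limit was not always enough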;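 further: agonist challenge used bursicon conditioned medium at about half maximal strength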
PglD DTNB = blocks C. jejuni PglD acetyltransferase activity. inhibition, % at 12.5 µM. purified PglD enzyme, DTNB colorimetric CoA detection. 360,000 tested, 0.098% active; in the data active means inhibition above about 16%, passing the limit was not always enough; further: strong numbers were not always called active
PAX8 reporter = lowers PAX8-driven luciferase in RMG-I cells. RMG-I TPO-luciferase reporter, SteadyGlo, 24 h. AID 652154. inhibition, % at 12.6 µM. 360,000 tested, 1.2% active;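 active means mean replicate inhibition at least 60% with every replicate also reaching 60%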;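 further: luciferase light reporting Pax8 driven TPO promoter activity; plate controls were median of neutral control wells for no effect and mitoxantrone controls for full effect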
Cneo AK release = Cryptococcus neoformans lysis via adenylate kinase release. lysis activity, % at 15 µM. 360,000 tested, 0.2% active. C. neoformans lysis, adenylate kinase release luminescence, 4 h; normalised: neutral wells 0, clomiphene wells 100;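 active means mean lysis activity across replicates of at least 80%, whatever share of replicates individually reach that level; inactive means mean lysis activity below 80%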
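Assay system: Cryptococcus neoformans yeast cells / Dosing: single-point compound dose / Timing: 4 h at 37 °C static, read 1 h later / Measured by: luminescence of released adenylate kinase using an AK detection reagent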
GSIS activator = primary screen for activators of insulin secretion dependent on glucose, INS-1E cells, GLuc reporter luminescence | INS-1E GLuc reporter insulin secretion, 2-3 h | activation, % at 16.6 µM | 370,000 tested, 0.61% active;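 active means lowest replicate activation of at least 40%, so every replicate reaches that level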;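 further: 0% = median of neutral control wells and 100% = median of IBMX positive control wells; some compounds called inactive have numbers as strong as hits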
C2C12 statin = suppression of simvastatin myotoxicity; rescue of ATP level, % at 7.49 µM; AID 602340; 330,000 tested, 0.78% active; C2C12 myotubes + simvastatin, ATP luminescence, 48 h; scaled: DMSO 0, geranylgeraniol control 100;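 active means mean ATP rescue above about 67%, or every replicate alone reaching that limit, limit read from the data, passing the limit was not always enough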;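 further: myotubes were challenged with 10 µM simvastatin during compound exposure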
ARNT TACC3 PPI = disrupts binding between human ARNT and TACC3 | AID 623870 | 390,000 tested, 0.66% active | inhibition, % at 9.99 µM | Q9Y6A5 | AlphaScreen His-ARNT PAS-B/GST-TACC3 binding, luminescence; TACC3 fragment carries E629A point mutation;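 active means mean inhibition of replicates at least 50% and at least half of replicates each reaching 50%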;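 further: 0% = complete ARNT plus TACC3 wells and 100% = ARNT alone without TACC3; many hits fall short of the cut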
PGC1a acetyl inh = PGC1a acetylation modulation, inhibitor mode; U2OS PGC1a acetylation, AlphaScreen anti-acetyl-lysine; with virally co-expressed GCN5 acetyltransferase; inhibition, % at 15.6 µM; 350,000 tested, 0.17% active;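 active means every replicate shows inhibition of at least 40%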;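 further: 0% = neutral control wells and 100% = positive control wells; some results beyond the cut were filed as inactive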
Numbers without * were called inactive; · = not tested or not shown; & = joins results of further samples.

SMILES,LGR2 antag,PglD DTNB,PAX8 reporter,Cneo AK release,GSIS activator,C2C12 statin,ARNT TACC3 PPI,PGC1a acetyl inh
CCC(C)N(C(=O)COC(=O)c1cn(CC)c2nc(C)ccc2c1=O)C1CCS(=O)(=O)C1 (stereo not drawn),·,1,18,0,·,9,3,2
CS(=O)(=O)c1cccc(C(=O)OCC(=O)NC(=O)Nc2ccccc2F)c1,-4,1,-22,1,1,1,-1,23
COc1cccc(S(=O)(=O)N[C@@H]2C=C[C@@H](CC(=O)NCc3ccc(Cl)cc3)O[C@H]2CO)c1,-21,-2,16,2,0,6,-1,0
Nc1nn2cc(-c3ccccc3)nc2c2ccccc12,-32,·,-129,·,13,·,-1,·
O=C(Cn1ccc(=O)[nH]c1=O)Nc1ccc(O)c([N+](=O)[O-])c1,-5,0,-3,-3,·,0,-6,9
O=C(O)CSc1ccc(S(=O)(=O)N2CCCC2)cn1,11,-2,5,0,-1,2,3,·
COc1ccc(CNC(C)C(=O)Nc2ccc3ccccc3c2)cc1OC (stereo not drawn),-16,·,20,·,16,·,5,12
CC1CCCN(c2ccc(C(=O)NCc3ccc4c(c3)OCO4)cc2[N+](=O)[O-])C1 (stereo not drawn),-5,·,8,·,-13,·,-1,·
CC1CCN(c2oc(-c3cccc4ccccc34)nc2C#N)CC1,-56,4,·,1,-23,-13,-1,-7
CC(=O)Nc1ccc(NC(=O)CC(NC(=O)c2ccccc2)c2ccccc2)cc1 (stereo not drawn),16,-3,-2,-1,0,-4,30,-2
C=C(Br)Cn1c(CCCC)nc2ccccc21,·,3,·,-1,·,-17,-8,3
O=C(NCc1ccco1)c1cc(-c2cccs2)on1,·,-2,·,0,·,-3,-8,8
Cc1ccc(NC(=S)N(CCN(C)C)Cc2cc3cccc(C)c3[nH]c2=O)cc1,-6,2,20,0,-35,114*,4,-1
O=c1oc(-c2ccc(F)cc2)nc2ccsc12,·,-4,-28,0,·,-1,·,4
CC(C)Sc1nnc(-c2c[nH]c3ccccc23)n1C,-80,0,-74,-2,·,9,-2,6
Cc1nc(NC2CCCC2)sc1C(=O)N(C)C,·,6,·,-1,·,-7,2,4
Cc1noc(C)c1NC(=O)Nc1cccc2c1O[C@@H](CN(C)C(=O)NC1CCCCC1)[C@H](C)CN([C@H](C)CO)C2=O,20,-32,·,5,5,50,-1,0
Cn1c(Cc2cccs2)nnc1SCC(=O)N1CCc2ccccc21,·,2,·,-5,·,6,8,1
CCN(CC(=O)Nc1c(F)cccc1F)C(=O)CCOc1ccc(C)cc1,1,-2,-1,1,-18,0,-4,·
O=C(NC1CC1)c1ccccc1,19,-5,2,15,·,8,·,·
C[C@@H]1CN([C@@H](C)CO)C(=O)c2cc(-c3ccc(C#N)cc3)cnc2O[C@H]1CN(C)C(=O)Nc1ccc(C(F)(F)F)cc1,-1,-1,2,4,-20,-9,3,8
CN(CC(=O)Nc1cccc(F)c1)C(=O)c1ccc(COc2ccccc2)o1,-15,-2,-9,2,-3,-4,-5,-8
CCc1ccc(C(=O)N2CCCN(C)CC2)s1,-16,1,-3,12,9,1,-34,·
O=C(C[C@H]1CC[C@@H](NC(=O)c2ccc3c(c2)OCO3)[C@H](CO)O1)NCc1ccc(Oc2ccccc2)cc1,-4,-1,·,-1,0,68*,-9,-11
CCOC(=O)/C=c1\s/c(=C\c2ccc(C(F)(F)F)cc2)c(=O)n1CC(=O)NCc1ccco1,·,·,0,·,-23,·,-2,5
CCN(Cc1ccncc1)Cc1c(O)ccc2cc(Br)ccc12,2,·,-10,·,3,·,·,2
O=C(Cc1ccc(Cl)c(Cl)c1)N/N=C/c1cccnc1,1,5,4,0,18,·,-3,1
NC(=O)C1CCN(C(=O)CSc2nc3ccccc3o2)CC1,·,-1,-6,4,·,·,·,-6
CCC(CO)Oc1cc(NC(=O)Cc2ccccc2F)c2ncn(C(C)C)c2c1 (stereo not drawn),20,-1&-1,31,0,10,-19,-15,·
CCOC(=O)c1ccc(-n2ncc(C(=O)OCC)c2N)cc1,·,0,·,1,·,-10,-18,4
Cc1cccc(OCc2nnc(N)s2)c1C,·,3,·,-3,·,15,15,-9
CCC(=O)N1CCC(C)(C(=O)Nc2cc(OC)c(OC)c(OC)c2)C1 (stereo not drawn),4,2,4,-1,16,2,·,-3
COc1ccc(C(=O)N2CCC(C(=O)Nc3ccc(C)cc3)CC2)cc1,-25,·,16,·,-22,·,0,·
COc1cc(OC)c(NC(C)C(=O)NCc2ccccc2)cc1Cl (stereo not drawn),4,·,5,·,-24,-4,-4,5
COc1ccc(-c2cc(-c3ccc(C)cc3)nc(SCc3nnc(-c4ccccc4)o3)c2C#N)cc1OC,-8,-2,-13,-8,5,·,-1,1
CCN(CCCNS(=O)(=O)c1ccc2c(c1)oc(=O)n2C)c1cccc(C)c1,22,1,4,1,0,8,-7,·
Cc1ccc(-c2nnc(-c3cc(C)on3)o2)cc1,-8,6,-8,-5,1,-2,0,·
Cc1ccc2nc(-c3ccncc3)cc(C(=O)Nc3ccc(OC(F)F)cc3)c2c1,4,0,25,2,-22,-13,-1,-4
COc1ccc(CN(C)C[C@H]2Oc3ccc(NS(=O)(=O)c4ccccc4)cc3CC(=O)N([C@H](C)CO)C[C@H]2C)cc1,-15,8,·,0,-10,35,0,-5
CN(C(=O)CSc1nnc(Cc2cccs2)n1C1CC1)C1CCS(=O)(=O)C1 (stereo not drawn),0,3,1,-3,14,-1,-1,0

Single entries from the results shown.
Cneo AK release with COc1ccc(-c2cc(-c3ccc(C)cc3)nc(SCc3nnc(-c4ccccc4)o3)c2C#N)cc1OC = -8
PAX8 reporter with COc1ccc(C(=O)N2CCC(C(=O)Nc3ccc(C)cc3)CC2)cc1 = 16

Following part
SMILES,LGR2 antag,PglD DTNB,PAX8 reporter,Cneo AK release,GSIS activator,C2C12 statin,ARNT TACC3 PPI,PGC1a acetyl inh
CCCNC(=O)[C@H]1[C@H](CO)[C@H]2Cn3c(ccc(/C=C/c4ccccc4)c3=O)[C@@H]1N2CCC,-5,2,·,0,-5,3,-19,·
O=C(C1CC(=O)N(C2CCCC2)C1)N1CCN(c2ccccc2)CC1 (stereo not drawn),-5,-1,10,3,-16,6,2,·
CC1C(=O)N2CCCc3cc(NC(=O)c4ccccc4Br)cc1c32 (stereo not drawn),-14,0,-17,0,-1,6,-3,-3
CC1CCCCC1NC(=O)CN1C(=O)COc2ccccc21 (stereo not drawn),-4,1,-11,1,18,·,-11,·
O=C(CCc1ccccc1)Nc1ccc(S(=O)(=O)N2CCCC2)cc1,21,·,32,·,-7,·,-12,·
Cc1noc(C)c1S(=O)(=O)Nc1ccc2c(c1)C(=O)N([C@@H](C)CO)C[C@H](C)[C@@H](CN(C)C(=O)Nc1ccc3c(c1)OCO3)OCCCC[C@H](C)O2,8,-2,·,3,-6,·,5,8
O=C(Nc1c2c(nn1-c1cccc(Cl)c1)CS(=O)C2)c1ccc2c(c1)OCO2 (stereo not drawn),-22,-2,1,7,7,13,6,·
CC1CCN(c2c([N+](=O)[O-])nn(-c3ccc4c(c3)OCCO4)[n+]2[O-])CC1,·,2,-57,-1,·,8,26,-10
CN1CCN(C(=O)C[C@@H]2CC[C@@H]3[C@H](COC[C@@H](O)CN3C(=O)Cc3ccccc3)O2)CC1,0,0,-5,0,-1,-2,2,6
C=CCNc1ncnc2c1ncn2[C@H]1CN(Cc2cccs2)C[C@@H](CO)O1,-19,6,-10,-1,·,5,·,15

An excerpt from above, limited to ARNT TACC3 PPI, Cneo AK release and C2C12 statin.
structure	ARNT TACC3 PPI	Cneo AK release	C2C12 statin
CC1C(=O)N2CCCc3cc(NC(=O)c4ccccc4Br)cc1c32 (stereo not drawn)	-3	0	6
CC1CCCCC1NC(=O)CN1C(=O)COc2ccccc21 (stereo not drawn)	-11	1	·
O=C(CCc1ccccc1)Nc1ccc(S(=O)(=O)N2CCCC2)cc1	-12	·	·
Cc1noc(C)c1S(=O)(=O)Nc1ccc2c(c1)C(=O)N([C@@H](C)CO)C[C@H](C)[C@@H](CN(C)C(=O)Nc1ccc3c(c1)OCO3)OCCCC[C@H](C)O2	5	3	·
O=C(Nc1c2c(nn1-c1cccc(Cl)c1)CS(=O)C2)c1ccc2c(c1)OCO2 (stereo not drawn)	6	7	13

The results go on:
SMILES,LGR2 antag,PglD DTNB,PAX8 reporter,Cneo AK release,GSIS activator,C2C12 statin,ARNT TACC3 PPI,PGC1a acetyl inh
C[C@@H]1CN([C@H](C)CO)C(=O)CCCn2cc(nn2)CO[C@H]1CN(C)C(=O)Oc1ccccc1,-1&-11,4&-1,-31&-32,2&-8,25&-4,-9&-6,-4&-4,0&1
CCN(CC)C(=O)c1cn(C)c2ccc(S(=O)(=O)N(CC)CC)cc2c1=O,·,-1,·,-1,·,-18,-3,·
Cc1nc(CC(=O)N/N=C/c2ccc(OCC(=O)O)cc2)cs1,-3,·,5,·,-5,·,-34,4
CC(C)OC(=O)CSc1nnc(CNc2ccc(Cl)cc2)n1C,-23,·,-5,·,1,-5,-11,-3
CCCC1NC(=O)c2cccnc2-n2c1nc1cc(F)c(F)cc1c2=O (stereo not drawn),5,-105,-14,-2,13,0,·,·
Cc1ccc(CNC(=O)c2coc(=O)c3ccccc23)o1,·,-2,·,2,·,·,7,3
O=C(COC(=O)c1ccc(F)cc1)Nc1ccc2c(c1)OCO2,-23,-5,-14,1,·,2,-11,-2
CO[C@@H]1CN(C)C(=O)c2cc(NC(=O)Nc3cccc(F)c3)ccc2OC[C@@H](C)N(C(C)=O)C[C@H]1C,-19,-4,·,-1,-13,-9,-1,-5
O=S(=O)(Nc1cc(S(=O)(=O)N2CCOCC2)ccc1NCC1CCCO1)c1ccc(F)cc1 (stereo not drawn),-5,-3,-3,2,·,-3,2,-11
Cc1ccc(NC(=O)Nc2cccc(C)n2)c(C)c1,-10,5,-87,13,7,-3,-4,5
O=C(COc1ccc(S(=O)(=O)N2CCCC2)cc1Cl)NC1CC1,·,-4,-121,3,·,6,-15,2
CCOC(=O)c1c(C)c(C(=O)NCc2ccccc2OC)c(C)n1C,18,3,·,0,10&-1,-28,2,9
C[C@H]1CN([C@@H](C)CO)C(=O)c2cc(NC(=O)Nc3cccc4ccccc34)ccc2O[C@@H]1CN(C)C(=O)Nc1ccc(F)cc1,5,-9,·,-3,5,37,2,2
COc1cc(/C=C/c2cc(C(=O)O)c3ccccc3n2)ccc1OC(F)F,-5,·,-15,·,-6,4,-3,15
CCO[C@H]1OC(C(=O)NCc2ccccc2)=C[C@@H](c2coc3ccccc3c2=O)[C@@H]1CCCO,·,·,14,·,·,-1,-9,14
CC1(c2ccc(Cl)cc2)NC(=O)N(CC(=O)N2CCN(C(=O)c3cccs3)CC2)C1=O (stereo not drawn),-2,-4,11,-2,-9,13,·,3
CCOc1ccc(CCNC(=O)c2ccc(CS(=O)Cc3ccccc3Cl)o2)cc1 (stereo not drawn),0,-6,-3,-1,18,18,-14,-9
CC(Nc1ccnc2cc(Cl)ccc12)c1ccc(S(N)(=O)=O)cc1 (stereo not drawn),-1,-1,-13,-1,8,9,22,1
Cc1ccc(CC(=O)N(C)CC(=O)Nc2ccc(N3CCOCC3)cc2)cc1C,-23,-1,7,1,2,15,4,·
Nc1nnc(-c2cn(-c3ccccc3)nc2-c2ccc(Cl)cc2)o1,4,·,9,·,-1,·,-16,-11
Cc1cccc(NC(=O)Cc2ccc(-c3ccccc3)cc2)n1,-13,-1,-8,-1,-5,·,-3,·
CCn1c(N2CCN(C(=O)/C=C/c3ccccc3)CC2)nc2ccccc21,-23,·,14,·,-13,·,-2,·
COc1cccc(C(=O)Nc2nnc(-c3ccc(Cl)cc3)o2)c1,-14,5,-2,0,4,-4,18,-1
O=C(O)C[C@H]1c2cc(F)ccc2S(=O)(=O)N1C1CCCCC1,12,-6,-12,1,-2,8,-1,-1

Bioassay records deposited in PubChem by Broad Institute.
